Screening results: PubChem BioAssay, Broad Institute
STK33 inh = STK33 kinase inhibitors, primary screen, biochemical, luminescence, ADP-Glo, MBP substrate | Serine/threonine-protein kinase 33 (Homo sapiens), Q9BYT3 | hit rate 0.44% among 27,000 | AID 2322, 2010 | inhibition, % at 12.5 µM; in the data active means inhibition above about 20%; inconclusive means no clear call, values can overlap the other calls
Target sequence (Q9BYT3 whole entry, looked up): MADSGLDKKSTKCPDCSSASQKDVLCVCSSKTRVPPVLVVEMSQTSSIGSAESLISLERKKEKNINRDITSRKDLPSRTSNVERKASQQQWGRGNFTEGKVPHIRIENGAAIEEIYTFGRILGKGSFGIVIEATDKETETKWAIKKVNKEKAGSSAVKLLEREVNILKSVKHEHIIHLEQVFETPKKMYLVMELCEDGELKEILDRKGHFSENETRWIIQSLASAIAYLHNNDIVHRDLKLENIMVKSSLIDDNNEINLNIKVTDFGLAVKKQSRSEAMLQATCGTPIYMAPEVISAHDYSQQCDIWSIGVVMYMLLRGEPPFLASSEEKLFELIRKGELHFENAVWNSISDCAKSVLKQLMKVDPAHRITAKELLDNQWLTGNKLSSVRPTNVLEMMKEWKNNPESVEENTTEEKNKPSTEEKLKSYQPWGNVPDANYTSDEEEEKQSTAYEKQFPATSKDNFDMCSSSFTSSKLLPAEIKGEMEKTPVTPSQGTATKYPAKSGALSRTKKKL
mut p53 react = mutant p53 pathway re-activators, primary screen, cell-based, SW480, luciferase, single point, HTS; SW480 PUMA-promoter luciferase, p53 mutant reactivation; activation, % at 9.98 µM; hit rate 1.5% among 28,000; AID 624151, 2012; in the data active means activation above about 52%; inconclusive means no clear call, values can overlap the other calls
* = called active by the depositor; ? = inconclusive; / = not tested or not shown. Only part of the results is shown; the hit share may differ from the screen's.

SMILES	STK33 inh	mut p53 react
Cc1cccc(S(=O)(=O)N(C)C[C@@H]2OCc3cn(nn3)CCCC(=O)N([C@H](C)CO)C[C@H]2C)c1	-1.2	/
COc1ccc(/C=C/C(=O)c2cc(O)ccc2O)cc1	-6.8	/
CCOC(=O)Cc1cc(-c2ccccc2O)nc2ccc3ccccc3c12	5.3	-8.0
COc1ccc(NC(=O)CSc2nccc(C)n2)cc1	-1.4	2.9
CC(=O)c1cccc(NC(=O)CN(Cc2ccccc2)S(C)(=O)=O)c1	-0.2	2.5
c1ccc(-c2ccc(OCCCCSc3ncccn3)cc2)cc1	-0.7	?
O=C(Nc1ccccc1[N+](=O)[O-])C1(c2ccccc2)CCN(S(=O)(=O)c2ccccc2)CC1	-1.8	11.7
Cc1nc(-c2ccccc2O)n(S(=O)(=O)N(C)C)n1	1.7	16.3
COCCOC(=O)N1C(=O)[C@@]2(c3cc(C#CCC(C(=O)OC)C(=O)OC)ccc31)[C@H](C(=O)N1CCc3cc(OC)c(OC)cc3C1)[C@H]1C(=O)O[C@H](c3ccccc3)[C@H](c3ccccc3)N1[C@@H]2c1ccc(O)cc1	-0.1	/
C[C@@H]1CN([C@H](C)CO)C(=O)Cc2cc(NS(C)(=O)=O)ccc2O[C@H]1CN(C)C	0.0	/
C[C@@H]1CN([C@@H](C)CO)C(=O)c2cc(NC(=O)Nc3ccc(C(F)(F)F)cc3)ccc2O[C@@H]1CN(C)C(=O)Nc1ccc2c(c1)OCO2	2.7	/
C[C@@H]1CCCCO[C@@H](CN(C)S(=O)(=O)c2ccccc2)[C@@H](C)CN([C@H](C)CO)C(=O)c2cc(NC(=O)Nc3ccc(C(F)(F)F)cc3)ccc2O1	-1.8	/
C[C@@H]1CN([C@@H](C)CO)C(=O)c2cccc(NS(=O)(=O)c3cccs3)c2O[C@@H]1CN(C)C(=O)NC1CCCCC1	/	-2.4
C[C@@H]1CN([C@H](C)CO)C(=O)c2cc(NS(=O)(=O)c3ccc(F)cc3)ccc2O[C@H]1CN(C)S(=O)(=O)c1ccc(F)cc1	-0.4	5.9
C[C@H]1CN([C@@H](C)CO)S(=O)(=O)c2ccc(-c3cccc(C#N)c3)cc2O[C@H]1CN(C)C(=O)c1ccc(F)cc1	/	-7.7
CCOC(=O)c1c(C)c(C#N)c(/N=C/N(C)C)n1-c1ccc(Cl)cc1Cl	/	-25.2
C[C@@H]1CN([C@H](C)CO)C(=O)c2cc(NC(=O)Nc3ccc(F)cc3)ccc2O[C@@H](C)CCCCO[C@@H]1CN(C)C(=O)NC1CCCCC1	/	7.1
C=C1C(=O)O[C@@H]2/C=C(/C)[C@H](O)CC(=O)[C@](C)(O)C[C@@H](OC(=O)/C(C)=C/C)[C@@H]12	-0.2	17.6
C[C@H](CO)N1C[C@H](C)[C@@H](CN(C)C)Oc2c(NS(=O)(=O)c3ccc(Cl)cc3)cccc2C1=O	/	3.0
Cc1c(O)nc(SCC(=O)Nc2cccc(C(F)(F)F)c2)n(-c2ccccc2)c1=O	8.2	5.5
O=C(O)CCc1nn2c3ccccc3n(CCN3CCCCC3)c2nc1=O	-0.7	-29.4
C[C@@H]1CN([C@H](C)CO)C(=O)c2cc(C#CCN(C)C)cnc2O[C@H]1CN(C)C(=O)c1cccnc1	/	-1.6
COc1cc(OC)cc(-c2nnc(SCC(=O)Nc3ccc(Cl)cc3C)n2-c2ccccc2)c1	-0.1	-4.5
C[C@H]1CN([C@@H](C)CO)C(=O)c2cccc(NC(=O)c3ccncc3)c2O[C@H]1CN(C)C(=O)Nc1ccc(C(F)(F)F)cc1	/	5.3
Cc1ccc2nc(Nc3nc(CSc4nc5ccccc5s4)cc(=O)[nH]3)nc(C)c2c1	1.4	9.4
COc1ccc(CN(C)C[C@@H]2Oc3ccc(NC(=O)Nc4ccc(C(F)(F)F)cc4)cc3CC(=O)N([C@H](C)CO)C[C@H]2C)cc1	-1.0	-8.2
C[C@@H]1CN([C@H](C)CO)C(=O)c2cc(NS(=O)(=O)c3cccs3)ccc2O[C@@H]1CN(C)C(=O)NC1CCCCC1	-1.4	-2.9
Cn1c(SCC(=O)NC(C)(C)C)nnc1-c1ccco1	0.1	7.2
C[C@H]1CN([C@@H](C)CO)C(=O)c2cc(NS(=O)(=O)c3cn(C)cn3)ccc2O[C@H]1CN(C)Cc1ccc2c(c1)OCO2	-0.7	/
Cc1cc(C)c(S(=O)(=O)N(CC(=O)O)C2CCCCC2)c(C)c1	-3.4	-15.6
Cc1ccc(S(=O)(=O)NCCCO)cc1C(=O)O	-0.9	30.1
CC(C)NC(=O)N(C)C[C@H]1Oc2ccc(NC(=O)Nc3ccc4c(c3)OCO4)cc2CC(=O)N([C@@H](C)CO)C[C@@H]1C	0.9	/
CSc1ccccc1-n1nnnc1SCC(=O)Nc1ccccc1C	-1.9	-8.1
COC(=O)CCC(=O)Nc1ccc(C#N)cc1	-2.1	-5.8
Cc1noc(C)c1S(=O)(=O)Nc1cccc2c1O[C@H](CN(C)C(=O)Nc1ccc(F)cc1)[C@H](C)CN([C@@H](C)CO)C2=O	/	7.8
COc1cccc(C(=O)Nc2cccc(OCC(=O)O)c2)c1	6.1	-7.7
CC(Oc1ccc(Cl)cc1Cl)C(=O)Nc1cccc(-c2nnc(-c3ccccc3)o2)c1 (configuration not stated)	3.1	80.7*
C[C@@H]1CN([C@@H](C)CO)S(=O)(=O)c2ccc(C#CCN(C)C)cc2O[C@H]1CN(C)Cc1ccc2c(c1)OCO2	/	-52.9
COc1ccc(CN(C)C[C@H]2OCCCC[C@@H](C)Oc3ccc(NC(=O)Nc4ccc(F)cc4)cc3C(=O)N([C@H](C)CO)C[C@@H]2C)cc1	0.1	/
Cc1ccccc1OCC(=O)Nc1cc(-c2nc3ccccc3s2)ccc1Cl	-0.4	13.8
CCS(=O)(=O)c1nc2ccccc2n1CC(=O)N1CCCCC1	0.8	-4.3
CCCN1CC=C2C(C#N)=C(N)C(C#N)(C#N)C3(C(=O)Nc4ccccc43)C2C1 (configuration not stated)	7.2	/
C[C@H]1CN([C@@H](C)CO)C(=O)Cc2cc(NC(=O)Cc3ccccc3)ccc2O[C@@H]1CN(C)S(=O)(=O)c1ccccc1	2.6	/
C[C@H]1CN([C@@H](C)CO)C(=O)c2cc(NS(=O)(=O)c3cn(C)cn3)ccc2O[C@H]1CN(C)C(=O)NC1CCCCC1	0.7	11.8
C[C@H](O)C#Cc1ccc2c(c1)O[C@H](CN(C)C(=O)CN(C)C)[C@H](C)CN([C@@H](C)CO)S2(=O)=O	/	11.0
COc1ccccc1OCC(=O)Nc1cccc(-c2nc3ccccc3s2)c1	5.3	66.8*
CC(C)NC(=O)Nc1ccc2c(c1)C(=O)N([C@@H](C)CO)C[C@@H](C)[C@H](CN(C)Cc1ccc(C(=O)O)cc1)OCCCC[C@@H](C)O2	/	4.7
COC(=O)C[C@H]1C[C@H]2c3cc(NS(C)(=O)=O)ccc3O[C@H]2[C@H](CO)O1	/	4.3
O=C(COc1ccc(S(=O)(=O)N2CCCC2)cc1Cl)Nc1ccccc1F	0.0	6.4
CC(C)OC(=O)N(C)C[C@H]1OCc2cnnn2CCCC(=O)N([C@H](C)CO)C[C@H]1C	0.8	/

Continued, starting with the last 4 of the part before.
SMILES	STK33 inh	mut p53 react
CC(C)NC(=O)Nc1ccc2c(c1)C(=O)N([C@@H](C)CO)C[C@@H](C)[C@H](CN(C)Cc1ccc(C(=O)O)cc1)OCCCC[C@@H](C)O2	/	4.7
COC(=O)C[C@H]1C[C@H]2c3cc(NS(C)(=O)=O)ccc3O[C@H]2[C@H](CO)O1	/	4.3
O=C(COc1ccc(S(=O)(=O)N2CCCC2)cc1Cl)Nc1ccccc1F	0.0	6.4
CC(C)OC(=O)N(C)C[C@H]1OCc2cnnn2CCCC(=O)N([C@H](C)CO)C[C@H]1C	0.8	/
O=C(CN(C1CCCCC1)S(=O)(=O)c1ccc(F)cc1)Nc1cc(Cl)ccc1Cl	2.6	-3.0
C=CCSc1nnc(NC(=O)c2nc(SCC)ncc2Cl)s1	-0.4	4.1
COc1ccc(NC(=O)N(C)C[C@@H]2Oc3ccc(NC(=O)Nc4ccc(F)cc4)cc3CC(=O)N([C@H](C)CO)C[C@@H]2C)cc1	0.0	/
Cc1cc(C)c(S(=O)(=O)Nc2ccccc2C(F)(F)F)c(C)c1	/	-1.7
COC(=O)c1ccccc1NC(=O)CSc1nnnn1C1CCCCC1	2.2	2.4
C[C@@H]1CCCCO[C@@H](CN(C)Cc2ccncc2)[C@H](C)CN([C@H](C)CO)C(=O)c2cc(NC(=O)c3ccncc3)ccc2O1	/	9.5
CCN(CC(=O)Nc1ccc(Cl)c(C(F)(F)F)c1)S(=O)(=O)c1ccc(C)cc1	-2.9	-2.4
Cn1c(=O)c2c(nc(NCCN3CCOCC3)n2Cc2cccc(F)c2)n(C)c1=O	-0.1	-12.6
O=C(Nc1ccc(C(F)(F)F)cc1)Nc1ccc2c(c1)[C@H]1C[C@H](CC(=O)N3CCc4ccccc4C3)O[C@H](CO)[C@H]1O2	/	-43.1
Cc1ccc(S(=O)(=O)N(C)C[C@H]2Oc3ccc(NC(=O)Cn4cnnn4)cc3CC(=O)N([C@@H](C)CO)C[C@@H]2C)cc1	-3.7	/
Cc1noc(C)c1S(=O)(=O)N(C)C[C@H]1OCc2cn(nn2)CCCC(=O)N([C@@H](C)CO)C[C@H]1C	1.6	9.9
O=C(CC1(O)C(=O)Nc2ccc(Cl)cc21)c1ccccn1 (configuration not stated)	-0.9	-12.8
C[C@H](CO)N1C[C@H](C)[C@@H](CN(C)Cc2ccc3c(c2)OCO3)Oc2ccc(NC(=O)C3CCCCC3)cc2CC1=O	/	0.1
CCN(C(=O)C(C)Oc1ccccc1)c1ccccc1C (configuration not stated)	/	-4.1
C=CCOC(=O)[C@@H]1[C@H]2C(=O)O[C@H](c3ccccc3)[C@H](c3ccccc3)N2[C@H](c2ccc(OCCOC(=O)[C@@H]3C[C@@H]4C(=O)N[C@@H](Cc5ccccc5)C(=O)N4[C@@H]3c3cccc(OCCO)c3)cc2)[C@@]12C(=O)Nc1ccc(I)cc12	14.5	/
Cc1noc(C)c1NC(=O)N(C)C[C@H]1OCCCC[C@@H](C)Oc2ccc(N(C)C)cc2C(=O)N([C@@H](C)CO)C[C@H]1C	/	2.5
CS(=O)(=O)N(CC(=O)NC1CCCCC1)c1cc(Cl)c(Cl)cc1Cl	-0.8	-11.8
COc1cc(C(=O)Nc2ccc(Oc3ncnc4sc(C)c(C)c34)cc2)cc(OC)c1OC	0.4	16.6
C[C@@H]1CN([C@@H](C)CO)C(=O)CCCn2cc(nn2)CO[C@H]1CN(C)C(=O)Nc1ccnc(N2CCOCC2)c1	-0.9	6.3
C[C@@H]1CCCCO[C@H](CN(C)Cc2ccc3c(c2)OCO3)[C@@H](C)CN([C@H](C)CO)C(=O)c2cc(NC(=O)c3ccccc3)ccc2O1	3.7	/

Fetched by compound from the list above (4):
SMILES	STK33 inh	mut p53 react
CCN(C(=O)C(C)Oc1ccccc1)c1ccccc1C (configuration not stated)	/	-4.1
CS(=O)(=O)N(CC(=O)NC1CCCCC1)c1cc(Cl)c(Cl)cc1Cl	-0.8	-11.8
C=CCOC(=O)[C@@H]1[C@H]2C(=O)O[C@H](c3ccccc3)[C@H](c3ccccc3)N2[C@H](c2ccc(OCCOC(=O)[C@@H]3C[C@@H]4C(=O)N[C@@H](Cc5ccccc5)C(=O)N4[C@@H]3c3cccc(OCCO)c3)cc2)[C@@]12C(=O)Nc1ccc(I)cc12	14.5	/
C[C@@H]1CN([C@@H](C)CO)C(=O)CCCn2cc(nn2)CO[C@H]1CN(C)C(=O)Nc1ccnc(N2CCOCC2)c1	-0.9	6.3

Following part:
SMILES	STK33 inh	mut p53 react
COC(=O)c1ccccc1NC(=O)CNC(=O)c1ccccc1	-3.1	-9.3
C[C@H]1CN([C@@H](C)CO)C(=O)c2cc(/C=C/c3ccccc3)cnc2O[C@H]1CN(C)S(=O)(=O)c1ccccc1F	/	2.8
C[C@@H]1CN([C@H](C)CO)C(=O)Cc2cc(NC(=O)CCN3CCOCC3)ccc2O[C@H]1CN(C)C(=O)Nc1ccc(F)cc1	1.4	10.6
O=C(c1ccccc1)C1CN(C2CCS(=O)(=O)C2)CCC1(O)c1ccccc1 (configuration not stated)	/	3.9
CCOC(OCC)P(=O)(O)CCCNCc1ccc(Cl)c(Cl)c1	3.8	8.0
C[C@@H]1CN([C@@H](C)CO)C(=O)c2cc(/C=C/c3ccccc3)cnc2O[C@H]1CN(C)C	/	2.2
C[C@H](CO)N1C[C@H](C)[C@@H](CN(C)S(=O)(=O)c2ccccc2)Oc2ccc(NS(=O)(=O)c3cccs3)cc2CC1=O	/	5.9
Cc1ccc(S(=O)(=O)N(C)C[C@H]2Oc3ccc(NS(=O)(=O)c4ccc(Cl)cc4)cc3C(=O)N([C@@H](C)CO)C[C@H]2C)cc1	3.0	/
CC(C)NC(=O)Nc1ccc2c(c1)C(=O)N([C@H](C)CO)C[C@H](C)[C@H](CN(C)C(=O)c1ccncc1)OCCCC[C@@H](C)O2	2.0	5.6
C=CCc1ccc(O[C@@H]2O[C@H](CO)[C@@H](O)[C@H](O)[C@H]2O)c(O[C@@H]2O[C@H](CO)[C@@H](O)[C@H](O)[C@H]2O)c1	-2.0	-4.4
O=c1cc(-c2ccc(O)cc2)oc2cc(O[C@@H]3O[C@H](CO)[C@@H](O)[C@H](O)[C@H]3O[C@H]3OC[C@](O)(CO)[C@H]3O)ccc12	0.0	7.3
C[C@H]1CN([C@@H](C)CO)C(=O)Cc2cc(NC(=O)Nc3cccc4ccccc34)ccc2O[C@H]1CN(C)Cc1ccc(C(F)(F)F)cc1	4.8	/
COc1ccc(NC(=O)N(C)C[C@@H]2OCCCC[C@@H](C)Oc3ccc(NC(=O)C4CCCCC4)cc3C(=O)N([C@H](C)CO)C[C@@H]2C)cc1	0.0	/
C[C@H](CO)N1C[C@H](C)[C@H](CN(C)CC2CC2)Oc2ccc(N(C)C)cc2CC1=O	-2.5	1.5
CC(=O)c1cccc(-n2c(CCC(=O)O)ccc2-c2ccccc2)c1	1.4	6.9
